Bioassay records from PubChem BioAssay.
OX1R antag – human HCRTR1 antagonism; inhibition, % at 5 µM; O43613; AID 434989; CHO/OX1R cells, Fluo-8 calcium fluorescence, orexin A; 330,000 compounds, 0.43% hits;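 active = inhibition above its plate's threshold, mean inhibition of all tested compounds on the plate plus 3 SD, cut at about 37% in these data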;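 note: 0% = orexin A challenge wells and 100% = SB-334867-A antagonist wells; not every result past the cut was called active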
Target sequence (O43613 whole entry, looked up): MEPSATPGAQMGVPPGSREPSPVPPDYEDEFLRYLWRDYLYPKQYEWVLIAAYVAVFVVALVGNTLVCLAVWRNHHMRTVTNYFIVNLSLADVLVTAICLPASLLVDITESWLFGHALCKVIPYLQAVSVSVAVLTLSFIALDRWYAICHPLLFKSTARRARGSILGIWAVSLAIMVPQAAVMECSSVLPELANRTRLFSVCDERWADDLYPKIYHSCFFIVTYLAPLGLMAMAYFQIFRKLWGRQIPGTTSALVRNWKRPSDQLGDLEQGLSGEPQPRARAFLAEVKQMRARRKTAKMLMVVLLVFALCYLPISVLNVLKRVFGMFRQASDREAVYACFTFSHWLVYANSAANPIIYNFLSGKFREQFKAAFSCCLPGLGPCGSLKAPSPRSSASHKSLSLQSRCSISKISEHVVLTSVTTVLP
CHT allo act – allosteric activators of human choline transporter CHT. 310,000 compounds, 0.49% hits. CHT-expressing cells, membrane potential dye, choline EC20; hits give high values; LV-AA mutant CHT in HEK293 cells. B-score at 10 µM. AID 488977;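 active = initial fluorescence not abnormally high and integrated response B-score, plate-corrected, over 3 SD above library mean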
Target sequence (Q9GZV3 whole entry, looked up): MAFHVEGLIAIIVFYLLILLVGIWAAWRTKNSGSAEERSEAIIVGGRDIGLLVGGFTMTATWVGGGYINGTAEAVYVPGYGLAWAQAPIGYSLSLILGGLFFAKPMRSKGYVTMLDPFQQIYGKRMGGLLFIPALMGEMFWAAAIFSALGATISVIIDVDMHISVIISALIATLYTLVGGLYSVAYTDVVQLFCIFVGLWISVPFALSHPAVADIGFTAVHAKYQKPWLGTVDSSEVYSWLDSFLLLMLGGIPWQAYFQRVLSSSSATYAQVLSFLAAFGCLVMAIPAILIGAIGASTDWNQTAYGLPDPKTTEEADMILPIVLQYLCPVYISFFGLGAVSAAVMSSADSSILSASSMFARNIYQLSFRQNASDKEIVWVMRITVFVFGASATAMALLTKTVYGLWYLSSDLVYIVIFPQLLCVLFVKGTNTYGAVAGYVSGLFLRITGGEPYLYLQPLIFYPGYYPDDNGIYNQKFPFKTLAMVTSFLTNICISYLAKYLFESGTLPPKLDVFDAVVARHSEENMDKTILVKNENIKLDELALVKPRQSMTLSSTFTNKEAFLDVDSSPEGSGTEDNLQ
The depositor's hits bear a star; i = inactive; . = not tested or not shown.

SMILES	OX1R antag	CHT allo act
CCOC(=O)C1=C(C)N=c2s/c(=C\c3cc(OC)c(OC)c(OC)c3)c(=O)n2C1/C=C/c1ccccc1 (stereo not given)	-9	i
CC(C)CC(=O)Nc1nnc(S(=O)(=O)N2CCc3ccccc32)s1	-12	i
O=C(COc1cccc(Cl)c1)Nc1cc(S(=O)(=O)N2CCOCC2)ccc1N1CCOCC1	-37	i
Cc1cc(C)c2c(NC(=S)NC(=O)c3ccccc3)n[nH]c2n1	-20	i
Cc1ccc(NC(=O)/C(C#N)=C(\N)C(Cl)(Cl)Cl)nc1	-6	i
COc1ccc(NC(=O)C2CCN(S(=O)(=O)c3c(C)noc3C)CC2)cc1OC	-20	i
CCOc1ccccc1OC(=O)c1cc2ccccc2oc1=O	-22	i
COc1ccc(-c2csc3ncnc(N4CCN(S(=O)(=O)c5cccc(C(F)(F)F)c5)CC4)c23)cc1	-17	i
Cc1cccc(CN2CCc3c(OCC(=O)N4CCCc5ccccc54)cccc3C2=O)c1	-13	i
Cc1ccc(C2C(=O)N(C3CCCC3)CC(=O)N2CC2COc3ccccc3O2)cc1 (stereo not given)	-31	i
COc1ccc(CCC(=O)N2CCN(S(=O)(=O)c3ccc(OC(F)(F)F)cc3)CC2)cc1	12	.
CC(=O)N/C(=C\c1ccc(F)cc1)C(=O)NC(Cc1c[nH]c2ccccc12)C(=O)O (stereo not given)	-4	i
CCc1ccc(NC(=O)NCCN2CCc3ccccc3C2)cc1	-30	i
CN(CCOc1ccccc1)C(=O)c1ccc(Cl)c(S(=O)(=O)N2CCCCC2)c1	8	.
Cc1ccc(CNC(=O)C2CCCN2C(=O)Nc2ccccc2)cc1 (stereo not given)	-15	i

A few values from the entries so far.
`CC(=O)N/C(=C\c1ccc(F)cc1)C(=O)NC(Cc1c[nH]c2ccccc12)C(=O)O` (stereo not given) in OX1R antag is listed with -4
`CC(C)CC(=O)Nc1nnc(S(=O)(=O)N2CCc3ccccc32)s1` in OX1R antag is listed with -12
`CN(CCOc1ccccc1)C(=O)c1ccc(Cl)c(S(=O)(=O)N2CCCCC2)c1` in OX1R antag is listed with 8
`Cc1ccc(CNC(=O)C2CCCN2C(=O)Nc2ccccc2)cc1` (stereo not given) in OX1R antag is listed with -15
`COc1ccc(CCC(=O)N2CCN(S(=O)(=O)c3ccc(OC(F)(F)F)cc3)CC2)cc1` in OX1R antag is listed with 12
`COc1ccc(NC(=O)C2CCN(S(=O)(=O)c3c(C)noc3C)CC2)cc1OC` in OX1R antag is listed with -20

Continuation.
SMILES	OX1R antag	CHT allo act
OC(CNC1Cc2ccccc2C1)COc1ccc(F)cc1 (stereo not given)	-20	i
COC(=O)c1ccc(Oc2coc3cc(OCc4cnn(-c5ccccc5)c4)ccc3c2=O)cc1	-24	i
Cc1c(Cc2ccccc2)c(=O)oc2c(C)c(OC(C)C(=O)NCC3CCC(C(=O)O)CC3)ccc12 (stereo not given)	-11	i
COc1ccc2c(c1)cc1c(=O)n(CC(=O)NC(C)CCc3ccccc3)nc(C)n12 (stereo not given)	-12	i
O=C(CSc1nnc(-c2cc(-c3cccs3)nc3ccccc23)o1)NC1CCCCC1	-9	i
CC1CCCCC12NC(=O)N(CC(=O)N1CCc3ccccc31)C2=O (stereo not given)	-27	.
COc1cccc(-c2nnc3n2N=C(C(C)(C)C)CS3)c1	-4	i
CCOC(=O)c1c(C)oc(/N=C/c2ccccc2O)c1C#N	0	i
COc1cccc(NC(=O)c2nc3ncccn3n2)c1	-7	i
C=CCNC(=O)c1onc(CSc2ccc(F)c(F)c2)c1C(=O)O	1	i
Cc1ccccc1C(=O)c1cccn1CC(=O)NCc1ccco1	-8	i
COc1ccc(NC(=O)CSCC(=O)N=c2sccn2C)cc1	-16	i
CN(C)S(=O)(=O)c1cccc(NC(=O)CSc2cccc3cccnc23)c1	18	i
O=c1[nH]c(C2CCCN(S(=O)(=O)c3ccccc3)C2)nc2c1nnn2Cc1ccc2c(c1)OCCO2 (stereo not given)	-22	i
CCC(CC)c1nnc(NC(=O)c2ccc3ccccc3n2)s1	-3	i

Whole records, quoted from the list. Order of screens: OX1R antag | CHT allo act
`CC(=O)N/C(=C\c1ccc(F)cc1)C(=O)NC(Cc1c[nH]c2ccccc12)C(=O)O` (stereo not given) is listed with -4 | i
`O=C(CSc1nnc(-c2cc(-c3cccs3)nc3ccccc23)o1)NC1CCCCC1` is listed with -9 | i
`Cc1c(Cc2ccccc2)c(=O)oc2c(C)c(OC(C)C(=O)NCC3CCC(C(=O)O)CC3)ccc12` (stereo not given) is listed with -11 | i
`COc1ccc(CCC(=O)N2CCN(S(=O)(=O)c3ccc(OC(F)(F)F)cc3)CC2)cc1` is listed with 12 | .
`CCOc1ccccc1OC(=O)c1cc2ccccc2oc1=O` is listed with -22 | i

The list goes on.
SMILES	OX1R antag	CHT allo act
O=C(CNc1cccc(S(=O)(=O)N2CCCCC2)c1)Nc1ccccc1F	-12	i
COc1ccc(Cl)cc1S(=O)(=O)N1CCN(C(=O)c2ccco2)CC1	-20	i
O=C(O)c1ccccc1NCc1ccncc1	-7	i
CSCC[C@@H](CO)NC(=O)c1ccc2nc(C3CCCCC3)oc2c1	-18	i
CCC(C)c1ccc(C2C3=C(Nc4nc(N)[nH]c(=O)c42)c2ccccc2C3=O)cc1 (stereo not given)	-8	i
S=C1NCN(Cc2ccco2)CN1CCc1ccccc1	-16	i
Cc1oc(-c2ccccc2Cl)[n+]([O-])c1C	-14	i
CCCn1c(=O)[nH]c(=O)c2c1nc(-c1ccccc1)n2CCN1CCOCC1	-25	i
Cc1cccn2c(=O)c3cc(S(=O)(=O)c4ccc(Br)cc4)c(=N)n(C4CCCCC4)c3nc12	-7	i
COc1ccc(NC(=O)COC(=O)c2ccc3ccccc3n2)cc1	-25	.
COc1ccc(/C=C/C(=O)OCC(=O)Nc2cccc(Oc3ccccc3)c2)c(OC)c1	-4	i
COc1ccc(S(=O)(=O)N2CCN(c3ncnc4c(-c5ccccc5)nsc34)CC2)cc1	-8	i
Cc1ccc(S(=O)(=O)NC(=O)C2CCCCC2)cc1	-9	.
COc1cccc(OCC(=O)NNC(=O)CCc2ccccc2)c1	-10	i
CCOC(=O)N1CCN(Cc2nc(-c3ccc(OC)cc3)no2)CC1	-11	i

Quoted at random: 3 entries already listed, in no set order.
SMILES	OX1R antag	CHT allo act
Cc1ccc(S(=O)(=O)NC(=O)C2CCCCC2)cc1	-9	.
Cc1oc(-c2ccccc2Cl)[n+]([O-])c1C	-14	i
COc1ccc(Cl)cc1S(=O)(=O)N1CCN(C(=O)c2ccco2)CC1	-20	i

Later entries:
SMILES	OX1R antag	CHT allo act
CC(=O)Oc1ccc(C(=O)Nc2cccc(-c3nnc(-c4ccco4)o3)c2)cc1	-18	i
CC(C)c1ccc(C(=O)CSc2ncn[nH]2)cc1	17	i
CC(OC(=O)c1cccs1)C(=O)Nc1nc(-c2ccccc2)cs1 (stereo not given)	-22	i
COc1cc(C(=O)Nc2sc3c(c2C#N)CCN(C(C)=O)C3)cc(OC)c1OC	-7	i
Cc1cccc(C)c1NC1=NC(=S)N(c2ccccc2)C12CCOC(C)(C)C2 (stereo not given)	-33	i
COC(=O)/C(=C\C(=O)c1ccccc1)Nc1cccc(C(F)(F)F)c1	-24	i
O=C(/C=C/c1cccc([N+](=O)[O-])c1)N1CCN(S(=O)(=O)c2cccs2)CC1	-39	i
Cc1ccc2nsnc2c1S(=O)(=O)N1CCCC1C(=O)O (stereo not given)	-18	i
COc1ccc(CCNC(=O)c2cc3c(=O)n(C)c4ccccc4c3n2C)cc1OC	-37	i
COCCNC(=O)c1cccc(S(=O)(=O)N2CC3(C)CC2CC(C)(C)C3)c1 (stereo not given)	-20	i
Clc1nccc(NCc2ccccc2)n1	-4	i
COc1ccc(OC)c(S(=O)(=O)Nc2ccc3oc4c(c3c2)C(=O)CCC4)c1	-23	i
Cc1cc([N+](=O)[O-])ccc1NC(=O)CSc1nncn1-c1cccnc1	-16	i
Cc1cc(C)nc(SCc2nc(N)nc(-c3ccccc3O)n2)n1	12	i
CC1CN(C(=O)CCC(=O)N2CCCCC2)c2ccccc2O1 (stereo not given)	-2	i
CC(C)CC(=O)NC(=S)Nc1cccc(NC(=O)c2ccccc2Cl)c1	-3	i
COc1cc(CNC(=O)C2CCCC2)cc(OC)c1OC	-28	i
C=C(C)CN1C(=O)C(=O)N(CC(=C)C)C1=O	0	i
FC(F)(F)c1nnc2ccc(N3CCOCC3)nn12	-3	i
NC(=O)c1nsc(C(=O)N(c2ccc(F)cc2)C(C(=O)NC2CCCC2)c2ccncc2)c1N (stereo not given)	-30	i
CCNc1nc(NCC)n2c(SCc3nc4ccccc4c(=O)[nH]3)nnc2n1	-3	i
COc1ccc(CN(C)C(=O)Cc2c[nH]c3ccccc23)cc1	-35	i
COc1cnc(-c2ccccc2)nc1OC	-4	i
CCCOc1ccc(C(=O)ON=C2CCN(C)CC2)cc1	-18	i
O=C(NC1CCS(=O)(=O)C1)c1cnccn1 (stereo not given)	0	i
CCC(=O)Nc1cccc(C(=O)OCC(=O)c2ccccc2Cl)c1	-12	i
Cc1occc1C(=O)NC1CCCN(Cc2ccc(Cl)cc2)C1 (stereo not given)	-21	i
Fc1ccc(-c2csc(N3CCOCC3)n2)cc1	-12	i
COc1ccc(CCN2CC(C(=O)N3CCC(O)(c4ccccc4)CC3)CCC2=O)cc1 (stereo not given)	-9	i
Cc1oc(-c2ccccc2Cl)nc1CN1CCCCC1CO (stereo not given)	-21	i
NCCN1CCN(S(=O)(=O)c2ccc([N+](=O)[O-])cc2)C=C1c1ccc(Cl)cc1	-23	.
Cc1ccc(CNC(=O)Cc2ccc(-n3cccc3)cc2)cc1	-11	i
CC(=O)c1cccc(NC(=O)Nc2ccc(C(=O)N3CCOCC3)cc2)c1	-21	i
CS(=O)(=O)c1ccc(NC(=O)c2cccc(-n3cnnn3)c2)cc1	2	.
CS(=O)(=O)N(Cc1ccco1)CC(O)Cn1c2ccccc2c2ccccc21 (stereo not given)	51*	i
Cc1ccc(N2C(=O)c3n[nH]c(C)c3C2c2ccccn2)cc1 (stereo not given)	-15	i
Cc1ccc(S(=O)(=O)CCC(=O)Oc2ccc(-c3nnco3)cc2)cc1	-4	i
O=C(NCCN1CCOCC1)C(=O)NCC1OCCN1C(=O)c1ccc(Cl)cc1 (stereo not given)	-11	i
O=C(COC(=O)c1ccc(O)cc1)Nc1ccc2c(c1)OCO2	7	.
O=C(CC1SCCNC1=O)Nc1cccc([N+](=O)[O-])c1 (stereo not given)	-4	i
CC(=O)c1ccc(NCC(=O)N2CCN(S(=O)(=O)c3ccccc3)CC2)cc1	-1	.
NS(=O)(=O)c1ccc(CCNC(=O)COC(=O)Cc2c(F)cccc2Cl)cc1	6	i
O=C(NCc1ccc2c(c1)OCO2)C1CCCN(S(=O)(=O)c2cccs2)C1 (stereo not given)	-26	i
COC(=O)c1sc(NC(=O)c2cccc([N+](=O)[O-])c2)c(C(N)=O)c1C	-4	i
Cc1ccc(C(NC(=O)/C=C\c2ccc3c(c2)OCO3)C(=O)Nc2ccc3c(c2)OCO3)cc1 (stereo not given)	-1	i
Cn1c(=O)c2sccc2n2c(CCCC(=O)NCc3cccnc3)nnc12	-13	i
O=C(N/C(=C/c1cccnc1)C(=O)N1CCOCC1)c1ccccc1Br	-5	i
Cc1ccccc1-c1nc(CS(=O)(=O)CC(=O)N2CCc3ccccc3C2)c(C)o1	-31	i
CCN(Cc1nc(-c2ccccc2)no1)C(=O)c1ccc2c(c1)OCO2	-13	i
C=CCOc1ccc(/C=C/C(=O)OCC(=O)NCCCc2ccccc2)cc1	-6	i
Cc1nc(-c2ccc(Cl)cc2)sc1C1(C)CC(c2ccc(Br)cc2)=NO1 (stereo not given)	-41	i
Cc1ccc(S(=O)(=O)C(C)C(=O)NCCS(=O)(=O)c2ccc(Cl)cc2)cc1 (stereo not given)	-22	i
COC(=O)c1cc(NC(=O)CC2CCCC2)cc(C(=O)OC)c1	-23	i
COC(=O)C1=C(C)N(CCCC(=O)O)C(=O)NC1c1ccc(-c2ccccc2)cc1 (stereo not given)	-14	i
Cc1ccc(-n2c(C)cc(/C=C(\C#N)C(=O)NCC3CCCO3)c2C)cc1 (stereo not given)	-24	i
CCCCCc1ccc(-c2cn(CCc3c[nH]c4ccccc34)nn2)cc1	-14	i
Cc1onc(-c2c(F)cccc2Cl)c1C(=O)NC1CCCCCC1	-18	i
CCOc1ccc(NC(=S)N2CCCN(Cc3cc(C)ccc3C)C2)cc1	-23	i
COc1ccc(-c2cc3ccccc3nc2N)cc1OC	-21	i
Cc1cccc(/C=N/NC(=O)c2cccc(Cl)c2)n1	-11	i
Later entries.
SMILES	OX1R antag	CHT allo act
COc1ccc(C2CCCN2C(=O)c2cccs2)cc1 (stereo not given)	-8	i
Nc1cc(-c2ccc(Br)cc2)[nH]n1	-9	i
COc1ccc(Cc2c(O)nc(SCC(=O)N3CCCCCC3)[nH]c2=O)cc1	-1	i
O=C(c1ccc(NS(=O)(=O)c2ccc3[nH]c(=O)[nH]c3c2)cc1)N1CCN(c2ccccc2)CC1	15	.
COc1ccc(-c2onc3ccc(Br)cc23)cc1	-14	i
C=CCOC(=O)C(C#N)c1nc2ccccc2nc1N1CCCC1 (stereo not given)	-25	i
O=C(O)c1ccc(/C=N/NC(=S)NCc2ccccc2)cc1	-2	i
COc1ccc(N2CCN(CC(O)COc3ccc([N+](=O)[O-])cc3)CC2)cc1 (stereo not given)	-23	i
CCOC(=O)c1cccc(NC(=O)CSc2nnc(CNc3ccc(C)cc3)n2CC)c1	-19	i
COc1cccc(C(=O)N2CCN(Cc3cccc(F)c3)CC2)c1	-18	i

Some of the entries so far, with values under each structure:
Below each SMILES: OX1R antag | CHT allo act
- COc1ccc(C2CCCN2C(=O)c2cccs2)cc1 (stereo not given)
    -8 | i
- Nc1cc(-c2ccc(Br)cc2)[nH]n1
    -9 | i
- COc1ccc(Cc2c(O)nc(SCC(=O)N3CCCCCC3)[nH]c2=O)cc1
    -1 | i
